# Screening data deposited in PubChem BioAssay by National Center for Advancing Translational Sciences (NCATS).
# Nrf2 ARE act: qHTS of Nrf2 Activators | Potency, µM (doses to about 46.1 µM), for the others: at the top dose activation, hits mostly activators | AID 624171, 2012 | AREc32 ARE-luciferase reporter (MCF7-derived line), luminescence, 24 h | 410,000 compounds, 0.31% hits; note: potency is the fitted concentration of half-maximal effect; % of control where 0% means no effect; nearly all actives have a fitted effect of over 65% in size
#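 Nrf2 activation is followed as ARE-luciferase induction in the AREc32 line after one day of compound treatment; luminescence is read with Steady-Glo.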
# HepG2 tox: qHTS for Inhibitors of TGF-b: Cytotox Counterscreen; HepG2 CAGA-GFP viability, ATP luminescence, 18 h; 410,000 compounds, 0.76% hits; Potency, µM (highest dose often 46.1 µM), for the others: at the highest dose activity change, negative = cytotoxicity, actives largely listed as cytotoxic; AID 588856, 2011; note: potency is the fitted concentration of half-maximal effect; some results filed as inactive show a strong effect at the top dose
#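 HepG2 CAGA-GFP cells (1000/well, DMEM with 1% FBS) received compound, then TGF-beta at 500 pg/mL final, and were incubated 18 hours at 37 degrees C. Viability was read by CellTiter-Glo luminescence. Media-only wells were set as complete cell-killing and DMSO as no toxicity.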
# ATXN2 expr inh: Primary qHTS for Inhibitors of ATXN expression. Potency, µM (titrated, usually from 57 µM), for the others: top-dose activity change, negative = inhibition, hits mostly inhibitors. AID 1745845, 2022. HEK-293 ATXN2-luciferase reporter, luminescence, 24 h. 360,000 compounds, 0.72% hits; note: potency is the fitted concentration of half-maximal effect; % is set by controls: 0 for no effect and ±100 for the full control effect; nearly all actives have a fitted effect of over 55% in size
#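 qHTS (up to 57 uM final) was run with 24 h compound exposure of reporter cells at 37 °C. Each well was multiplexed: SteadyGlo luminescence measured ATXN2-luciferase expression after a fluorogenic Gly-Phe-AFC viability readout (25 uM final).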
# TGFb inhibitor: qHTS for Inhibitors of TGF-b | HepG2 CAGA-GFP TGF-b/SMAD3 reporter, GFP fluorescence, 18 h; TGF-beta stimulated, 500 pg/mL final | Potency, µM (doses to about 46.1 µM), without a hit: top-dose activity, negative = inhibition, usual class: inhibitors | 410,000 compounds, 1.2% hits | AID 588855, 2011; note: potency is the fitted concentration of half-maximal effect; % is set by controls: 0 for no effect and ±100 for the full control effect; nearly all actives have a fitted effect of over 65% in size
#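 Read-out: total well GFP (ex488/em500-530) summed from mean per-cell fluorescence. Cells: HEPG2 CAGA-GFP, 1% FBS DMEM, 18 h at 37 degrees C with 500 pg/mL final TGF-beta. Unstimulated wells served as the full-inhibition control; stimulated DMSO wells = 0%.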
# MCF10A rereplic: A quantitative high throughput screen for small molecules that induce DNA re-replication in MCF 10a normal breast cells. AID 624296, 2012. Potency, µM (series often up to 46.1 µM), for the others: at the top dose activity, positive = re-replication, actives largely listed as activators. MCF 10A DNA re-replication, Hoechst nuclear intensity, 48 h. 350,000 compounds, 2.9% hits; note: potency is the fitted concentration of half-maximal effect; % of control where 0% means no effect; nearly all actives have a fitted effect of over 50% in size
# IL-1B inflam inh: qHTS for Inhibitors of Inflammasome Signaling: IL-1-beta AlphaLISA Primary Screen; THP-1 LPS/ATP IL-1B secretion, AlphaLISA, 16 h; active compounds read low; activity change, % at 57.5 µM; 360,000 compounds, 4.7% hits; AID 743279, 2014; in the data active = activity change below about -50%; inconclusive = mostly about -30% to -49%; note: % is set by controls: 0 for no effect and ±100 for the full control effect
#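 Secreted IL-1B measured by AlphaLISA bead assay after 16 h compound exposure of THP-1 cells; compounds (final up to 57.5 uM) added 1 h before LPS (250 ng/mL) and ATP (1.25 mM) stimulation; lower signal means less secretion.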
# ATXN viability: Viability Counterscreen for Primary qHTS for Inhibitors of ATXN expression; Potency, µM (titrated, usually from 56.7 µM), actives largely listed as cytotoxic; AID 651635, 2014; 400,000 compounds, 0.49% hits; S2 cells (HEK-293 line with an ATXN2-luciferase reporter) viability, CellTiter-Fluor protease fluorescence, 24 h; note: potency is the fitted concentration of half-maximal effect; nearly all actives have a fitted effect of over 40% in size
# A549 tox: Nrf2 qHTS screen for inhibitors: counterscreen for cytotoxicity; AID 504648, 2011; 390,000 compounds, 0.16% hits; A549 ARE-Fluc cells, CellTiter-Fluor viability, 18-24 h; Potency, µM (series often up to 46 µM), inactives show at the top dose activity change, negative = cytotoxicity, actives largely listed as inhibitors; note: potency is the fitted concentration of half-maximal effect; % is set by controls: 0 for no effect and ±100 for the full control effect
#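 A549 ARE-Fluc cells in 5% FBS OPTI-MEM, 5000 cells/well, rested 2 h then exposed to compounds in concentration-response for 18-24 h at 37 °C. Viability by CellTiter-Fluor fluorescence (Ex 405/Em 525) after 30 min; luciferase luminescence (BugLite, 15 min, RT) read afterwards.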
# Nrf2 inh: Nrf2 qHTS screen for inhibitors. A549 ARE-Fluc reporter, luciferase luminescence, 18-24 h. AID 504444, 2011. Potency, µM (titrated, usually from 46 µM), inactives show top-dose activity change, negative = inhibition, usual class: inhibitors. 360,000 compounds, 2.1% hits; note: potency is the fitted concentration of half-maximal effect; % is set by controls: 0 for no effect and ±100 for the full control effect; nearly all actives have a fitted effect of over 60% in size
#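 Two sequential reads on A549 ARE_Fluc cells exposed to compound for 18-24 h: a CellTiter-Fluor fluorescence read for viability, then a luciferase luminescence read for Nrf2/ARE activity.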
# * = called active by the depositor; i = inactive; ? = inconclusive; · = no result given; & = joins results of further samples; [ ] = another dose, or the depositor's remark. Unless noted, calls come from the whole dose curve; as a rule, active = well fitted curve in the direction sought with a large enough effect; inconclusive = small, poorly fitted or top-dose-only effect, or another doubt; inactive = no such curve, though single readings can be large; an effect the other way counts as inactive or inconclusive. This is a random part of the collection; any-hit rate near 8.8%.
Structure	Nrf2 ARE act	HepG2 tox	ATXN2 expr inh	TGFb inhibitor	MCF10A rereplic	IL-1B inflam inh	ATXN viability	A549 tox	Nrf2 inh
COC(=O)c1ccc(S(=O)(=O)N(Cc2ccccc2)Cc2ccccc2)n1C	0.4%	-4.2%	·	?	-1.2%	?	i	3.5%	0.1%
O=C(CS(=O)(=O)c1ccc(Cl)cc1)Nc1nnc(-c2cccs2)o1	-0.5%	-15.4%	5.9%	0.6%	11.1%	39.7	i	-1.8%	7.7%
COc1ccc(S(=O)(=O)NCc2cc(=O)n(C)c(=O)n2C)cc1F	-0.8%	4.8%	6.7%	-3.3%	?	-5.7	i	6.6%	2.8%
Nc1nc(SCC(=O)Nc2ccc([N+](=O)[O-])cc2)[nH]c(=O)c1NC(=O)c1ccc(Br)o1	-0.4%	-6.0%	-13.9%	12.2%	-1.0%	-9.7	i	-14.3%	-8.0%
Cn1ccnc1C1CCCCN1C(=O)c1cc(COc2ccc(F)cc2F)on1 (stereo not given)	-0.3%	-28.3%	-12.5%	-5.8%	0.0%	-0.7	i	0.2%	0.9%
CCOC(=O)N1CCN(C(=O)C(C)NC(=O)c2ccco2)CC1 (stereo not given)	-1.0%	-28.5%	-9.9%	9.5%	?	-2.6	i	3.0%	-0.5%
O=C(CSC1=NCCN1)NC12CC3CC(CC(C3)C1)C2	0.3%	-31.2%	-14.4%	?	?	-100.3*	i	-2.0%	-14.7%
COc1ccc(NC(=O)CSc2nc(-c3ccccc3)nc3c2Cc2c(CO)cnc(C)c2O3)cc1Cl	6.0%	-1.8%	0.0%	6.7%	·	·	i	2.0%	11.6%
OCCC1CN(CCCc2ccccc2)CCN1CCc1ccccc1 (stereo not given)	-0.1%	-2.7%	8.8%	10.2%	20.6µM*	-8.4	i	-5.3%	0.3%
COc1ccc(OCC(=O)Nc2ccc(-c3nc4cc(C)c(C)cc4o3)cc2)cc1	0.2%	0.1%	·	-0.1%	·	·	·	-0.6%	?
CCC(CC)C(=O)Nc1c2c(nn1-c1ccc(C)cc1)CS(=O)(=O)C2	3.1%	1.3%	3.7%	4.3%	1.2%	15.3	i	0.8%	13.7%
COc1cc(NC(=O)C(Cc2ccccc2)NS(=O)(=O)c2cccs2)cc(OC)c1 (stereo not given)	3.0%	-15.8%	-12.4%	-9.7%	·	·	i	6.5%	·
Cc1ccc(CC2C(=O)N(c3cc(Cl)ccn3)C(=O)C2C)cc1 (stereo not given)	0.4%	5.0%	15.3%	1.8%	-57.8%[inhibitor]	·	i	-2.2%	10.1%
C=CCNC(=S)NC1CC(C)(C)NC(C)(C)C1	-0.3%	5.5%	-0.8%	-1.6%	15.3%	-4.7	i	3.6%	-0.6%
Cc1cccc(-n2c(O)c(C=Nc3ccccc3)c3ccccc3c2=O)n1	-0.3%	2.6%	-0.8%	-7.5%	4.0%[9.22 µM]	-65.0*	·	?	-24.4%
O=c1[nH]nc(Sc2ccccc2)c(=S)[nH]1	0.4%	3.7%	·	1.6%	·	-4.8	i	·	·
O=c1cccc(-c2ccc(Br)cc2)o1	-0.3%	2.6%	1.7%	11.9%	1.8%	-13.8	i	-3.9%	6.0%
COc1cccc(N2CCN(C(=O)CCn3nc(C)c(S(=O)(=O)N4CCCC4)c3C)CC2)c1	-0.2%	-7.9%	-5.2%	-16.1%	·	·	i	-4.8%	·
O=C(NCC1CCCO1)c1nc2c(nnn2Cc2ccc(F)cc2)c(=O)[nH]1 (stereo not given)	-0.2%	7.1%	0.7%	-28.2%	18.7%	9.9	i	-11.0%	?
CCOC(=O)c1sc2ncnc(NCC(c3cccs3)N(C)C)c2c1C (stereo not given)	27.2%	6.2%	0.0%	-3.3%	28.4%	2.8	i	11.5%	?
CC(=O)C1C(c2ccc(Cl)cc2)c2c(noc2C)CC1(C)O (stereo not given)	-0.8%	-15.9%	·	-15.1%	2.5%	0.6	i	4.5%	-6.7%
CCOC(=O)C1(C(=O)OCC)NC(=O)CC1C (stereo not given)	-0.1%	-18.6%	-0.8%	23.2%	-1.2%	-4.5	i	2.3%	-22.8%
O=C(Nc1ccc2c(c1)OCO2)c1ccc2c(c1)S(=O)(=O)c1ccccc1C2=O	0.5%	0.2%	-0.3%	0.7%	?	6.4	i	5.4%	2.5%
CC(C)(C)NC(=O)C(OC(=O)c1cccs1)c1ccccc1 (stereo not given)	-0.1%	-17.0%	·	?	5.8%	-18.4	i	8.7%	4.4%
CCOC(=O)C1=CCN(S(=O)(=O)c2ccc(C)cc2)C1c1ccc(Cl)c(Cl)c1 (stereo not given)	13.4%	-21.1%	0.0%	?	·	0.0	?	·	·
CCN1C/C(=C/c2ccc(N3CCOCC3)cc2)C(=O)/C(=C/c2ccc(N3CCOCC3)cc2)C1	?	-39.9%	22.4µM*	7.4%	23.1µM*	-103.4*	·	?	?
CC1(C)C(=O)Nc2ccccc2N1C(=O)COC(=O)CCSc1ccccc1	0.3%	-5.0%	-7.5%	4.1%	199.9%[0.0737 µM]	4.2	i	8.6%	-3.2%
COc1ccc(OCC(=O)Nc2cc(-c3nn(C)c(=O)c4ccccc34)ccc2OC)cc1	0.6%	-21.2%	?	-11.4%	10.2%	-2.2	?	-13.9%	23.1µM*
O=C(Cn1nc(C(F)(F)F)c2c1CCCC2)Nc1ccc(Br)cc1	-0.6%	-43.4%	·	-10.1%	·	·	·	6.1%	·
CN(C)CCCN(C(=O)c1ccco1)c1nc2cc3c(cc2s1)OCO3	0.0%	-30.1%	14.1µM*	-19.3%	?	?	i	8.3%	?
CSc1ncc(Cl)c(C(=O)NCc2ccc3c(c2)OCO3)n1	2.7%	-7.7%	-10.0%	11.9%	8.8%	-9.3	i	?	-18.6%
CN(C)S(=O)(=O)N(CC(=O)Nc1ccc2ccccc2c1)c1ccccc1	-0.4%	1.1%	-12.7%	0.8%	0.1%	3.8	i	-9.0%	·
Cc1csc(SCC(=O)NC(=O)NCCC(C)C)n1	-0.7%	15.0%	-26.5%	6.5%	?	14.2	i	6.9%	-13.2%
CC(C)C[C@@H](COCc1cccc(C(F)(F)F)c1)N1CCN(C(=O)c2ccc(C(F)(F)F)cc2)CCC1=O	-0.8%	·	?	·	·	-73.2*	28.2µM*	·	·
COc1cccc(/C(C)=N/Nc2ccc(S(=O)(=O)N3CCCCC3)cn2)c1	0.7%	-32.5%	·	?	-2.7%	-2.3	i	-0.5%	?
CCn1c(CNC(=O)c2ccco2)nnc1SCC(=O)Nc1cc(F)ccc1C	-0.4%	0.6%	-4.4%	-0.1%	-5.0%	11.4	i	4.7%	8.3%
Cc1nc(N2CCN(C(=O)c3ccco3)CC2)c(C#N)c2c1CCCC2	-0.2%	-16.4%	-15.8%	?	6.9%	-84.2*	?	0.5%	1.5%
CC(C)C[C@H](NC(=O)Nc1cccc(C(F)(F)F)c1)C(=O)O	-0.2%	-44.8%	-13.4%	-0.3%	0.5%	34.5	i	-5.4%	-14.0%
COC(=O)CCCC1=CC2=CC(=O)C(C)(OC(=O)c3cccs3)C(=O)C2=CN1CC1CC1 (stereo not given)	-0.9%	-8.2%	0.3%	?	12.0%	24.3	i	-11.9%	-1.6%
Cc1cccc([C@@H]2[C@@H]3C(=O)N(Cc4ccccc4)C(=O)[C@@H]3[C@]3(Cc4ccc(Cl)cc4)C(=O)N(c4ccc(Br)cc4)C(=O)N23)c1	-0.3%	-1.7%	20.2%	-0.7%	-27.2%	-9.9	i	-8.4%	8.5%
COc1cccc(N2CCN(C(=O)C3CCN(S(=O)(=O)c4ccc5c(c4)oc(=O)n5C)CC3)CC2)c1	-0.7%&0.1%	5.5%&-4.1%	9.7%&-18.0%	-0.1%&-26.3%	0.5%	-3.1	i	2.8%&8.3%	-18.6%&-0.6%
CCCCN(CCCC)S(=O)(=O)c1ccc2oc(C(=O)NCc3ccccc3)c(C)c2c1	4.2%	-25.2%	-1.6%	3.7%	·	·	i	4.1%	·
COc1cc(C2c3c(oc4ccccc4c3=O)C(=O)N2Cc2ccccc2Cl)ccc1O (stereo not given)	-1.2%	2.5%	-0.2%	27.6%	·	·	i	-7.6%	7.7%
O=C(Cc1ccccc1)N/N=C/c1ccccc1OCc1ccc(Cl)cc1	2.9%	0.5%	35.2%[activator]	0.0%	16.6%	-19.8	i	-3.0%	2.9%
CC1(C)CC(=O)C(C=Nc2ccc3[nH]ncc3c2)=C(O)C1	0.2%	-6.5%	4.1%	4.1%	?	8.4	i	-2.1%	17.7%

# Part of the list above in order of molar mass, ascending:
Structure	Nrf2 ARE act	HepG2 tox	ATXN2 expr inh	TGFb inhibitor	MCF10A rereplic	IL-1B inflam inh	ATXN viability	A549 tox	Nrf2 inh
CC1(C)CC(=O)C(C=Nc2ccc3[nH]ncc3c2)=C(O)C1	0.2%	-6.5%	4.1%	4.1%	?	8.4	i	-2.1%	17.7%
CCCCN(CCCC)S(=O)(=O)c1ccc2oc(C(=O)NCc3ccccc3)c(C)c2c1	4.2%	-25.2%	-1.6%	3.7%	·	·	i	4.1%	·
COc1cccc(N2CCN(C(=O)C3CCN(S(=O)(=O)c4ccc5c(c4)oc(=O)n5C)CC3)CC2)c1	-0.7%&0.1%	5.5%&-4.1%	9.7%&-18.0%	-0.1%&-26.3%	0.5%	-3.1	i	2.8%&8.3%	-18.6%&-0.6%
